Screens deposited in PubChem by several laboratories.
RGS4 pot: RGS4 potentiators or activators, primary screen, cell-based, HEK293 M3R inducible RGS4, calcium flux. carbachol calcium flux Fluo4; active compounds read low. 310,000 compounds, 0.92% hits. B-score at 10 µM;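 active = B-score of the integrated calcium signal more than 4 SD below the library mean, with starting fluorescence not abnormally high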;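 also: negative B-score means reduced calcium response which marks RGS4 activation or potentiation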
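Also added: carbachol at ECmax as muscarinic agonist stimulus; Assay system: HEK293 cells with stable M3R and inducible RGS4; Timing: overnight RGS4 induction, 30 min dye load 37 °C, 20 min compound RT; Measured by: Fluo4-AM (2 µM) calcium-flux fluorescence, kinetic read.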
GSK3 alpha inh: blockers of GSK3A enzyme activity – biochemical, luminescence, cell-free homogeneous, HTS, primary screen | inhibition, % at 10 µM | AID 2650, 2010 | Glycogen synthase kinase-3 alpha (Homo sapiens), P49840 | GSK-3 alpha kinase, ADP-Glo luminescence, 60 min | 320,000 compounds, 0.1% hits;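 in the data active = inhibition above about 50%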;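 also: GST-tagged GSK-3 alpha with peptide substrate and 25 µM ATP; 0% = DMSO neutral wells and 100% = GW8510 positive control wells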
KCNQ1 block: inhibitors of human KCNQ1 channel, primary screen, cell-based, thallium flux, high-throughput; Potassium voltage-gated channel subfamily KQT member 1 (Homo sapiens), P51787; CHO-K1 KCNQ1, FluxOR thallium flux fluorescence; active compounds read high; B-score at 10 µM; 310,000 compounds, 1.3% hits;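 active = compounds whose thallium flux B-score, printed positive for inhibition, exceeds three library SD while starting fluorescence stays within three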;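 also: channel opened by potassium depolarization with thallium stimulus after 20 min compound exposure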
Target sequence (P51787 whole entry, looked up): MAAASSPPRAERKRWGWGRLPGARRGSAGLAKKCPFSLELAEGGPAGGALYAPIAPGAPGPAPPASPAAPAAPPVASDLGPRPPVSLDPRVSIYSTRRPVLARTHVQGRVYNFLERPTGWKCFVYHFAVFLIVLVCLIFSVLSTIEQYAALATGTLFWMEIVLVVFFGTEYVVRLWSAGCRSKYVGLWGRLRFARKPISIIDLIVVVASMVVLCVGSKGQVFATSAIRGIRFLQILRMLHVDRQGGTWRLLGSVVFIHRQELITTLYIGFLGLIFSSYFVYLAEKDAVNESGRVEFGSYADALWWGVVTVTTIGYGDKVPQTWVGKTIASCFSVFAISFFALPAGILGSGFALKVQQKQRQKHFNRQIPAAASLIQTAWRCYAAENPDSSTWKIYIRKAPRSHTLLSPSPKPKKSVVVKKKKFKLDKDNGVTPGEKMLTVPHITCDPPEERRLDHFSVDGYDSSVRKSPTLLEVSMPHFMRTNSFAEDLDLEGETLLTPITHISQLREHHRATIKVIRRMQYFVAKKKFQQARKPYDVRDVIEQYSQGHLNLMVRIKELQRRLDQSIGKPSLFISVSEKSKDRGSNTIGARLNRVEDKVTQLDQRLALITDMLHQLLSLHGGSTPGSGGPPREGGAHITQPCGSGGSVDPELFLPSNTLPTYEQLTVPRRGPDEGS
KCNK3 block: human KCNK3 channel inhibitors, primary screen, CHO cells, FluxOR thallium flux, B-score; Potassium channel subfamily K member 3 (Homo sapiens), O14649; FluxOR fluorescence; active compounds read low; B-score at 10 µM; 340,000 compounds, 0.84% hits;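 active = B-score under library mean minus 4 SD, starting fluorescence ratio at most library mean plus 5 SD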;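 also: more negative B-score means stronger inhibition of thallium flux through KCNK3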
KCNQ1 pot: potentiators or activators of KCNQ1 channel, primary screen, cell-based, thallium flux, high-throughput; CHO-K1 KCNQ1, thallium flux FluxOR fluorescence; active compounds read high; B-score at 10 µM; 310,000 compounds, 0.35% hits;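 active = fluorescence ratio B-score, a plate-corrected score, at least three library SD, with initial intensity B-score within 5 SD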
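Assay system: CHO-K1 cells stably expressing KCNQ1. Medium: assay buffer for compound exposure, DMSO matched across wells. Timing: 37 °C overnight plating, 90-min dark dye load, 20-min compound pretreatment. Signal: kinetic FluxOR fluorescence, 10 s baseline plus 110 s post-stimulus.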
hERG protect: hERG rescue from dofetilide block, primary screen, cell-based, CHO-hERG, FluxOR thallium flux, dofetilide IC70. dofetilide IC70 present. activation (rescue from dofetilide block), less the hit threshold, % at 10 µM. 310,000 compounds, 0.51% hits. AID 1511, 2009;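 active = activation above the mean of controls blocked by dofetilide plus 5 SD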;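 also: thallium influx through hERG after potassium depolarization seen as dye fluorescence rise; in these data hits start at about 4.7%; inactives centre near -7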
PolyA inh: polyadenylation inhibitors in yeast reporter cells, primary screen, luminescence, S. cerevisiae; S. cerevisiae SKY197-pL101 polyadenylation reporter, beta-gal luminescence; efflux-impaired pdr1/pdr3 knockout yeast; score 100 = 6 SD above DMSO; calls only at 12 µM; 300,000 compounds, 0.02% hits; AID 1875, 2009;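 active = lowest replicate activity score at least 50, where 100 means six control SD above control mean; inconclusive = lowest score under 50 but half or more replicates reach 50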;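 also: yeast exposed to compound for 9 h at 30 °C; higher score means more reporter readthrough which indicates perturbed polyadenylation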
GSK3beta inhib: human GSK3beta kinase inhibitors, primary screen, biochemical, cell-free homogeneous, HTS. Glycogen synthase kinase-3 beta (Homo sapiens), P49841. GST-GSK3beta kinase, ADP-Glo luminescence, 60 min; active compounds read low. activity score (negative = inhibition), % at 10 µM. 300,000 compounds, 0.038% hits. AID 2097, 2009;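 active = more than half of replicate wells score below -50%, meaning over 50% inhibition versus plate controls; inconclusive = some replicates but at most half score below -50%; inactive = no replicate scores below -50%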;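 also: 0% = median DMSO wells and -100% = median GW8510 positive control wells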
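test system = GST-tagged human GSK3beta kinase, cell-free | reagent = 25 µM ATP with peptide substrate | dosing = one dose of 10 µM per compound | schedule = 60 min reaction, RT | detection = luminescent ADP-Glo measurement of ADP formed | control set = DMSO neutral wells and GW8510 at 20 µM as positive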
HDAC3 inhib: HDAC3 deacetylase inhibitors, primary screen, biochemical, fluorescence, cell-free homogeneous; recombinant HDAC3, fluorogenic peptide/trypsin coupled; inhibition, % at 8.3 µM; 320,000 compounds, 0.15% hits; in the data active = inhibition above about 26%, passing the limit was not always enough; inconclusive = no clear call, values can overlap the other calls
Target sequence (O15379 whole entry, looked up): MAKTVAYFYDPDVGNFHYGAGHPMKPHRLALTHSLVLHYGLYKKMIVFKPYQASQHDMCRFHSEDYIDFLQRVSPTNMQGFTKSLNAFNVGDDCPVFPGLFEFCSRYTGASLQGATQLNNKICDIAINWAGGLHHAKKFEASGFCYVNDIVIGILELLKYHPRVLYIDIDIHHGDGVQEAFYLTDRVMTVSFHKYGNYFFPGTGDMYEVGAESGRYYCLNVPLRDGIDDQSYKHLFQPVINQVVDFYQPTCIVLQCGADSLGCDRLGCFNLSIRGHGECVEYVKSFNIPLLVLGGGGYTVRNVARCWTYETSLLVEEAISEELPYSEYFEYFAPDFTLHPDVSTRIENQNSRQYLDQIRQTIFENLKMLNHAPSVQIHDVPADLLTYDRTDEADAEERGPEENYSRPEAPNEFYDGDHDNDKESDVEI
KCNK9 inh: KCNK9 potassium channel inhibitors, primary screen, HEK293 cells, thallium flux; 310,000 compounds, 1.2% hits; AID 488922, 2010; B-score at 10 µM; FluxOR thallium flux fluorescence; active compounds read low;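 active = ratio B-score over 3 SD below the library mean, with starting fluorescence within 5 SD of its mean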;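 also: negative B-score means less thallium flux so channel inhibition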
Dyrk1A ADPGlo: rat Dyrk1A kinase inhibitors, primary screen, biochemical, single point, plate reader; Dual specificity tyrosine-phosphorylation-regulated kinase 1A (Rattus norvegicus), Q63470; ADP-Glo luminescence, NFATc1 peptide; inhibition, % at 12.5 µM; 310,000 compounds, 0.43% hits; AID 504441, 2011; in the data active = inhibition above about 50%;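 also: plate controls were vehicle with enzyme for no effect and no enzyme for full effect; many of its hits are not listed in these tables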
The depositor's hits bear a star; i = inactive; ? = inconclusive; nt = no result given. An excerpt; count on the stated rates, not on these rows.

SMILES	RGS4 pot	GSK3 alpha inh	KCNQ1 block	KCNK3 block	KCNQ1 pot	hERG protect	PolyA inh	GSK3beta inhib	HDAC3 inhib	KCNK9 inh	Dyrk1A ADPGlo
CCOc1ccc(-n2cnc3scc(-c4ccc(OC)c(OC)c4)c3c2=O)cc1	i	-6.8	i	i	i	-2.0	i	0.6	-0.7	i	nt
COc1cc(C(=O)NCc2ccccc2)ccc1OC(F)F	i	-3.1	i	i	i	-5.2	i	-1.0	4.4	i	-6.0
Cc1cc(C)c(S(=O)(=O)n2ccc(-c3ccc(OCCN(C)c4ccccn4)cc3)n2)c(C)c1	i	-1.5	i	i	i	-10.7	i	1.7	-0.7	i	-0.5
Cc1ccc(S(=O)(=O)N2CCC(C(=O)OCC(=O)N3CCCC(C)C3)CC2)cc1C (centres undefined)	i	-0.4	i	i	i	-14.2	i	1.6	-2.5	i	-1.8
Cc1ccc(-n2c(C)cc(/C([O-])=C(/C(=S)Nc3ccc(F)c(Cl)c3)[n+]3ccccc3)c2C)cc1	i	0.3	i	i	i	-10.6	i	2.0	2.3	i	4.6
CCOc1ccc(CC(=O)Nc2ccc(S(=O)(=O)Nc3cc(C)on3)cc2)cc1OCC	i	0.4	i	i	i	-5.5	i	-1.5	7.8	i	-4.0
COc1cccc(-c2csc(N3CCN(C(=O)Nc4ccccc4OC)CC3)n2)c1	i	-4.1	i	i	i	-9.5	i	4.7	?	i	-9.3
O=C(NCCN1C(=O)S/C(=C\c2ccc(OC(F)F)cc2)C1=O)c1cnccn1	i	-20.3	i	i	i	-11.4	i	-1.4	0.1	i	5.9
Cc1ccc(CNC(=O)CSc2ccc(-c3ccco3)nn2)cc1	i	-7.9	i	i	i	-5.5	i	3.8	1.0	i	1.4
Cc1nc(-c2ccc3c(c2)CCC(=O)N3)cs1	i	3.1	i	i	i	-0.9	i	-0.1	2.0	i	6.9
C#CC[N+](C)(C)CC#Cc1ccc(Cl)cc1	i	-4.0	i	i	i	-5.4	i	0.7	-1.3	i	-4.2
O=C(CCc1ccccc1)Nc1ccccc1[N+](=O)[O-]	i	-1.1	i	i	i	-9.9	i	1.9	0.8	i	-4.1
COc1ccc(OCc2cc(C(=O)NCCCc3ccccc3)no2)c(Cl)c1	i	-3.2	i	i	i	-7.5	i	4.1	0.7	i	-4.5
COc1ccc(CN(C(=O)c2ccc(-c3ccccc3)[nH]2)C(C(=O)NCC2CCCO2)c2ccc(C)o2)cc1 (centres undefined)	i	-4.9	i	i	i	-17.2	i	-4.4	12.3	i	4.3
CCOc1ccccc1NC(=O)C1CCCN(S(=O)(=O)c2ccc3c(c2)C(C)(C)C(=O)N3C)C1 (centres undefined)	i	-2.1	i	i	i	-10.7	i	4.5	-11.5	i	-2.8
CC(=O)n1nc(-c2ccccc2)nc1NCc1ccc(F)cc1	i	-0.6	i	i	i	-12.5	i	-2.5	32.1*	i	-4.3
O=C(C1CCCO1)N1CCN(C(=S)Nc2ccc(Cl)cc2)CC1 (centres undefined)	i	-0.5	i	i	i	-7.0	i	-3.3	-4.0	i	-0.3
O=C(Nc1ccc(S(=O)(=O)N2CCOCC2)cc1)c1ccc(=O)[nH]c1	i	0.9	i	nt	i	-4.1	i	-0.6	nt	i	nt
CCOP(=O)(Nc1ccc2oc(=O)c3ccccc3c2c1)OCC	i	-3.6	i	i	i	-5.5	i	-0.3	-0.2	i	-5.3
Cc1cc(CSc2ccccc2)ccc1NC(=O)COc1ccccc1	i	3.9	i	i	i	-5.1	i	2.1	3.6	i	1.6
COc1ccc2c(c1)C(C)=CC(C)(C)N2C(=O)CN1C(=O)CCC1=O	i	1.1	i	i	i	-9.6	i	-2.4	1.7	i	-0.4
COc1ccc(-c2nnc(Nc3ccc(S(=O)(=O)Nc4nccs4)cc3)c3ccccc23)cc1	i	nt	i	i	i	-3.3	i	1.6	nt	i	-3.1
COc1ccc(OCC(=O)OCC(=O)Nc2ccc(S(=O)(=O)N3CCCCC3)cc2)cc1	i	-0.2	i	i	i	-4.6	i	-2.7	5.6	i	10.1
CC1CC(C)CN(C(=O)Cn2c(SCC(=O)N3CCc4ccccc4C3)nc3ccccc32)C1 (centres undefined)	nt	3.1	nt	i	nt	nt	i	3.5	0.8	nt	-2.5
CCN(CC)CCN(C(=O)c1ccc(S(=O)(=O)N(CC)c2ccccc2)cc1)c1nc2c(OC)ccc(OC)c2s1	i	-0.1	i	i	i	-14.5	i	0.8	16.9	i	4.5

HDAC3 inhib, what is marked active above
SMILES | GSK3 alpha inh | KCNQ1 block | KCNK3 block | KCNQ1 pot | PolyA inh | GSK3beta inhib | HDAC3 inhib | KCNK9 inh | Dyrk1A ADPGlo
CC(=O)n1nc(-c2ccccc2)nc1NCc1ccc(F)cc1 | -0.6 | i | i | i | i | -2.5 | 32.1* | i | -4.3

Further structures.
SMILES	RGS4 pot	GSK3 alpha inh	KCNQ1 block	KCNK3 block	KCNQ1 pot	hERG protect	PolyA inh	GSK3beta inhib	HDAC3 inhib	KCNK9 inh	Dyrk1A ADPGlo
Cc1ccc(OCC(=O)NNC(=O)C2CCN(c3nccc(C)n3)CC2)cc1	i	-3.5	i	i	i	-2.0	i	-2.1	-1.3	i	-2.6
CCOC(=O)C(NC(C)=O)C(=O)Nc1ccc(C)cc1C (centres undefined)	i	0.0	i	i	i	-9.7	i	0.2	0.6	i	0.6
COc1ccc(N2CCN(C3CCN(S(=O)(=O)c4ccc(F)cc4)CC3)CC2)cc1	i	-4.6	i	i	i	-5.6	i	-0.9	-5.0	i	-4.4
CCC(C)N1CCCCC1C(=O)Nc1c(C)cc(C)cc1C (centres undefined)	i	-5.5	i	i	i	-3.7	i	-2.8	-1.4	i	nt
CC(=O)/C(N=Nc1nc2c([nH]1)c(=O)n(C)c(=O)n2C)=C(\C)O	i	-2.2	i	i	i	-7.5	i	2.4	-8.5	i	3.0
CCC(C)(C)NC(=O)CN(CCc1cccc(C)c1)C(=O)c1csnn1	i	-1.7	i	i	i	-9.1	i	-0.7	-1.9	i	-5.8
COc1ccc(Cl)cc1C(=O)O/N=C(\N)c1ccccn1	i	-1.0	i	i	i	-3.8	i	nt	-1.1	i	-1.7
C/C(=N\Nc1ccc([N+](=O)[O-])cc1)c1ccc(-n2nncc2C)cc1	i	0.7	i	i	i	-12.2	i	1.4	1.2	i	1.1
CCCCNC(=O)C1C2C=CC3(CN(Cc4ccc(C)cc4)C(=O)C13)O2 (centres undefined)	i	nt	i	i	i	-6.3	i	-0.7	-1.7	i	-5.6
Cc1ccc(C2=NN(S(=O)(=O)c3ccccc3)C(c3ccccc3O)C2)cc1 (centres undefined)	i	nt	i	i	i	-8.2	i	-2.2	nt	i	-5.1
CC(=O)Nc1ccc(NC(=O)Cn2c(=O)n(-c3ccccc3)c(=O)c3oc4ccccc4c32)cc1	i	-0.1	i	i	i	-7.1	i	-0.9	1.9	i	-4.3
C/C(CC(=O)Nc1ccc(Cl)cc1C(F)(F)F)=N\NC(=O)c1ccccn1	i	0.5	i	i	i	-6.1	i	1.2	-1.6	i	-3.0
c1ccc(-c2noc(CSc3nnc(Cc4cccs4)n3-c3ccccc3)n2)cc1	i	2.5	i	i	i	-8.9	i	1.9	3.2	i	-4.8
COC(=O)[C@H](Cc1ccccc1)NC(=O)O[C@@H]1C(=O)c2cc(OC)ccc2O[C@H]1c1ccc(OC)c(Br)c1	i	nt	i	nt	i	-4.8	i	-1.0	8.2	i	nt
CC(Sc1ccsc1[N+](=O)[O-])C(=O)NCCc1ccc(Cl)cc1 (centres undefined)	i	-0.4	i	i	i	-13.4	i	1.7	-6.2	i	-5.5
COc1ccc(-c2ccnc3c(C#N)cnn23)cc1	i	-1.2	i	i	i	-7.2	i	0.4	-86.1	i	2.5
Cc1ccc(S(=O)(=O)N(C)C)cc1NC(=O)COC(=O)c1ccc2c(c1)OCO2	i	-1.2	i	i	i	-7.9	i	-1.1	4.0	i	5.6
CC(C(=O)NCC1CCCCC1)N(C)CC(=O)Nc1ccc(N2CCOCC2)cc1 (centres undefined)	i	0.3	i	i	i	-6.4	i	0.3	5.1	i	nt
CN(Cc1ccccc1)C(=O)CCS(=O)(=O)c1ccc2c(c1)n(C)c(=O)c(=O)n2C	i	-0.2	i	i	i	-2.2	i	4.6	4.0	i	15.7
Cn1c(=O)c2c(nc(SCc3ccc(F)cc3)n2C)n(C)c1=O	i	-1.4	i	i	i	-9.5	i	-1.7	3.7	i	14.6
COc1ccc(NC(=O)CSc2nc3c(cc2C#N)CN(C)CC3)cc1	i	3.2	i	i	i	-8.2	i	-1.7	8.0	i	-4.4
O=C(NNC(=O)c1ccncc1)Nc1cccc(C(F)(F)F)c1	i	nt	i	i	i	-4.8	i	-6.9	-5.5	i	-2.8
COc1ccc(Cn2c(CCC(=O)NCc3ccco3)nc3cccnc32)cc1	i	-0.1	i	i	i	-5.4	i	-1.6	7.5	i	5.8
Cc1cccc(NC(=O)c2cccc(N3C(=O)C4C5CCC(C5)C4C3=O)c2)c1C (centres undefined)	i	-3.2	i	i	i	-11.7	i	-4.6	2.5	i	-2.3
COc1cccc(CNc2ccc(F)c([N+](=O)[O-])c2)c1O	i	0.1	i	i	i	-4.0	i	0.4	3.6	i	3.4
Cc1ccc(CCN=c2c([N+](=O)[O-])nn(-c3ccccc3)n2O)cc1	i	5.7	i	i	i	-14.1	i	-0.5	2.2	i	nt

Limited to PolyA inh, for 2 of the compounds above:
smiles,PolyA inh
O=C(NNC(=O)c1ccncc1)Nc1cccc(C(F)(F)F)c1,i
CCC(C)(C)NC(=O)CN(CCc1cccc(C)c1)C(=O)c1csnn1,i
